# OXTR agonist – activates the human oxytocin receptor; CHO-OTR cells, Fluo-8 calcium fluorescence; normalized: DMSO 0%, oxytocin 100%; hit rate 0.32% among 320,000; P30559; activation, % at 3 µM;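 active means activation above the mean of all tested compounds plus 3 SD, cutoff set per screening run, cut at about 20% in these data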;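 further: peak over basal fluorescence ratio from a 100 s FLIPR kinetic read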
# TAAR1 antag – antagonists of human TAAR1 | CHO RD-HGA16 TAAR1, Fluo-8 calcium fluorescence, antagonist | inhibition, % at 3 µM | hit rate 1.5% among 360,000;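 active means inhibition above a per-plate cutoff, the mean inhibition of test compounds on that plate plus 3 SD, cut at about 49% in these data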;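 further: 0% = DMSO plus EC80 beta-PEA response and 100% = DMSO alone without agonist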
# Target sequence (Q96RJ0 whole entry, looked up): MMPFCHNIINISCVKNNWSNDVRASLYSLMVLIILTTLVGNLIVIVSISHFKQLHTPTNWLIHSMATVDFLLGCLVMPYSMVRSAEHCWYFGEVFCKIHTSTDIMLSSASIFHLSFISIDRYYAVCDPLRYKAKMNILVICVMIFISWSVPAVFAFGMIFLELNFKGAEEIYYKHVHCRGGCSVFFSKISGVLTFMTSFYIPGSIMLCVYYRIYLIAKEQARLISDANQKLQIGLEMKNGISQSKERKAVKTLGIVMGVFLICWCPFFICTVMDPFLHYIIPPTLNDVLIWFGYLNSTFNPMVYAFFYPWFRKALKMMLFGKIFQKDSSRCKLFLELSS
#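 Assay system: CHO-derived RD-HGA16 cells stably expressing human TAAR1 plus Gα16. Timing: 140 s kinetic read after compound, 140 s after agonist. Technique: kinetic Fluo-8 calcium fluorescence measurement. Measure: % inhibition of agonist calcium response.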
# OXTR potentiate – human OXTR potentiation. P30559. CHO-OTR cells, Fluo-8 calcium fluorescence, potentiator mode; 0% = oxytocin EC15, 100% = EC100. activation, % at 3 µM. hit rate 0.061% among 320,000. AID 2445;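 active means activation above that plate's cutoff, the mean activation of tested compounds plus 3 SD, cut at about 6.6% in these data, passing the limit was not always enough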;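 further: 100% uses oxytocin at 75 nM as the full agonist control; some results filed as inactive read as strong as hits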
#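 Assay system: CHO-OTR cells, human receptor / Also added: oxytocin at about EC15, sub-maximal agonist stimulus / Dosing: single dose, 3.0 µM nominal final compound concentration / Incubation: 6 min pre-incubation, 100 s read / Technique: Fluo-8 calcium dye fluorescence / Read-out: % activation vs EC15 and EC100 oxytocin / Benchmarks: EC15 oxytocin low, 75 nM oxytocin high / Replicates: singlicate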
# CHRM1 agonist – activates human CHRM1 receptor | P11229 | CHO-K1 hM1, Fluo-8 calcium fluorescence, agonist mode; 0% DMSO, 100% acetylcholine EC100 | activation, % at 3 µM | hit rate 0.33% among 360,000 | AID 588814;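 active means activation above the run's mean compound activation plus 3 SD, cut at about 16% in these data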;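 further: peak over basal fluorescence ratio within a 140 s kinetic read after compound addition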
# V1aR counter – V1a receptor agonism, counter-screen for OXTR agonists. P37288. hit rate 0.25% among 320,000. activation, % at 3 µM. CHO-V1R cells, Fluo-8 calcium fluorescence, agonist mode; 0% DMSO, 100% 3 nM vasopressin;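 active means activation above the mean activation of all tested compounds plus 3 SD, per screening run, cut at about 20% in these data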;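 further: signal is peak over basal fluorescence ratio across a 100 second FLIPR read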
# Target sequence (P37288 whole entry, looked up): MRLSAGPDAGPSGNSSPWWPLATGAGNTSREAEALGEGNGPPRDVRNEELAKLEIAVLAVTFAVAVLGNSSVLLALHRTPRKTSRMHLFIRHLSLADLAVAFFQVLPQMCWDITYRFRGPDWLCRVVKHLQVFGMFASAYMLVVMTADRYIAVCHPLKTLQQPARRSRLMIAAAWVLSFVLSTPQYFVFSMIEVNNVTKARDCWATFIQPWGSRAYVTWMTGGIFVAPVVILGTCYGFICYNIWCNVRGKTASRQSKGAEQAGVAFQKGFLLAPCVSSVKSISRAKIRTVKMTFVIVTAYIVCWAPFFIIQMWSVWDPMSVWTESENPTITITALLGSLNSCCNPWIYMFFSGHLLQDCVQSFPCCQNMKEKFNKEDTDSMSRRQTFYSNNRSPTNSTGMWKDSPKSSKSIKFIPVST
# CHRM1 antagonist – human CHRM1 antagonism. CHO-K1 hM1, Fluo-8 calcium fluorescence, ACh EC80 antagonist. hit rate 1.3% among 360,000. P11229. inhibition, % at 3 µM;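 active means percent inhibition above its own plate's cutoff, namely the mean of that plate's compound wells plus 3 SD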;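 further: peak over basal fluorescence ratio during 140 s after agonist addition; 0% = ACh EC80 plus DMSO and 100% = DMSO alone without agonist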
# CHO parental Ca – counter-screen for OX1R antagonists: effect in parental CHO cells; parental CHO-K1, ATP-induced calcium, Fluo-8 fluorescence; inhibition, % at 5.6 µM; hit rate 0.63% among 330,000; AID 463079;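 active means inhibition above that plate's mean sample inhibition plus 3 SD, cut at about 26% in these data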;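 further: 0% = ATP-challenged DMSO wells and 100% = DMSO wells without ATP; some compounds past the cut are filed as inactive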
#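 Assay system: parental CHO cells; Read-out basis: percent inhibition of ATP-evoked calcium rise, normalized to controls; Benchmarks: ATP and no-ATP DMSO wells; Compound dosing: single nominal dose of 5.6 µM per compound; Signal: Fluo-8 calcium dye fluorescence; Also added: ATP as calcium-mobilizing challenge; Repeats: singlicate.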
# TAAR1 ag – agonists of human TAAR1. CHO RD-HGA16 TAAR1, Fluo-8 calcium fluorescence; vehicle wells 0%, saturating PEA agonist 100%. activation, % at 3 µM. hit rate 0.99% among 360,000;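 active means activation above the mean activation of all test compounds in the run plus 3 SD, cut at about 38% in these data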
#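 Repeats: no replicates (n 1) | Material: CHO-derived RD-HGA16 cells with stable Gα16 and human TAAR1 | Technique: Kinetic Fluo-8 calcium fluorescence | Schedule: 17-24 h seeding, 75 min 37 °C dye, 30 min RT | Evaluation: % activation from peak over basal fluorescence ratio, DMSO-to-PEA scaled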
# M1 PAM – potentiates human M1 receptor response to acetylcholine; hit rate 0.088% among 360,000; CHO-K1 hM1, Fluo-8 calcium fluorescence, ACh EC20; 0% = ACh EC20, 100% = maximal ACh; activation, % at 3 µM; in the data active means activation above about 19%, passing the limit was not always enough
# An asterisk follows results filed as active; / = not tested or not shown.
SMILES,OXTR agonist,TAAR1 antag,OXTR potentiate,CHRM1 agonist,V1aR counter,CHRM1 antagonist,CHO parental Ca,TAAR1 ag,M1 PAM
C[C@@H]1C(NC(=O)c2ccccc2)CC2CC1C2(C)C (stereo partly drawn),6.9,1,-22,-3,0.1,-11,-23,-2,9
COc1cccc(-c2cnc(C(O)c3cccc(F)c3)[nH]2)c1 (stereo not drawn),/,-13,/,-1,/,-3,/,4,2
CC1(C)Cc2c(sc3nc(-c4ccccc4)oc(=O)c23)CO1,2.0,-8,-7,0,2.7,-9,1,3,9
Cc1ccc(C(C)C)c(OCC(O)CN2CCc3ccccc3C2)c1 (stereo not drawn),7.2,-5,-12,-3,8.3,26,30*,20,-13
COC(=O)c1ccccc1NC(=O)COc1ccc(S(=O)(=O)N2CCCC2)cc1C,-0.2,4,-9,-4,-0.5,6,-14,2,2
O=C(CN1C(=O)NC2(CCCCCCC2)C1=O)N1CCN(C(=O)c2ccco2)CC1,-0.3,-15,6,-4,0.5,0,-8,17,0
CCN(CC)c1ccc(C(=O)c2cnc(/N=C/N(C)C)s2)cc1,-0.8,-1,-4,-4,0.2,7,-9,1,-1
CC(C)CNc1ncnc2c1ncn2[C@H]1CN(Cc2ccncc2)C[C@@H](CO)O1,/,-13,/,-1,/,-19,/,1,19
CCC(=O)N(CCC(Cc1ccccc1)c1ccc2c(c1)OCO2)Cc1ccccc1F (stereo not drawn),1.6,9,-18,-4,3.9,-28,-24,5,9
CC(C)Oc1ccc(CN2CCC(n3nccc3NC(=O)CCc3ccccc3)CC2)cc1,3.7,6,-2,-5,4.8,8,-10,1,-6
O=C(Nc1c2c(nn1-c1ccc(F)cc1)CS(=O)C2)c1ccc2c(c1)OCO2 (stereo not drawn),0.2,-6,-3,-2,2.3,1,-13,0,2
COc1cc(C(=O)NCCC(=O)N2CCCCC2)cc(OC)c1OC,0.2,0,-8,-3,1.0,-19,-9,0,17
CCOC(=O)c1c(C)n(CC)c2ccc(OC(=O)c3ccc([N+](=O)[O-])cc3)cc12,0.5,-11,1,0,0.3,4,-6,0,0
COc1ccccc1-c1n[nH]c(=S)n1-c1ccccc1,0.8,5,3,-3,0.0,-28,-14,4,6
Cc1cccc(CCNC(=O)CC2C(=O)NCCN2Cc2ccc(F)c(F)c2)n1 (stereo not drawn),-0.1,14,-2,-5,1.5,1,-10,9,2
COc1cc(/C=N/Nc2ccccc2[N+](=O)[O-])ccc1OC(=O)c1ccccc1F,-0.9,-22,-5,-5,0.1,10,0,3,-7
COc1ccc(NC(=O)CCNC(=O)c2ccco2)cc1OC,0.8,10,-9,-3,0.1,-4,3,-2,3
Cc1c(C(=O)N2CCOCC2)sc(NC(=O)c2ccccc2F)c1C#N,1.4,9,-11,1,1.7,-19,0,-1,19
COc1cccc(-c2nn(-c3ccccc3)cc2CN(C)C(C)c2ccncn2)c1 (stereo not drawn),-2.1,21,-7,-8,-0.1,-4,-20,8,0
Cc1ccc(NC(=O)COC(=O)c2nn(C)c(=O)c3ccccc23)cc1F,4.7,23,-11,0,4.5,-3,-3,8,2
COc1ccc(C(=O)NCCn2ccc3ccccc32)cc1,-0.4,12,-8,-4,0.0,-1,1,6,3
CCN(CC)c1ncnc2c1ncn2[C@H]1CN(Cc2ccc(OC)cc2)C[C@@H](CO)O1,/,-22,/,1,/,-6,/,0,6
CCn1c(CCNC(=O)c2ccc(Cl)c(Cl)c2)nnc1SCCOc1ccc(OC)cc1,2.3,-7,-12,-4,2.9,3,-26,3,-1
Cn1cc(CNC(=O)C2CCCCC2)cn1,0.5,10,-2,-4,-0.5,4,-5,5,2
Cn1cc(CNC(=O)c2cc(COc3ccc4c(c3)CCCC4)on2)cn1,5.6,-4,-5,-1,8.0,2,-15,10,2
CCOc1ccc2nc(Cl)c(CN(C(C)=O)C3CCCCC3)cc2c1,-2.1,-18,-2,-10,0.5,3,-18,11,-1
C=CCn1c(C)nnc1SCC(=O)N1c2ccccc2NC(=O)C1(C)C,/,-8,/,-4,/,-1,/,0,0
O=C(N/N=C/c1ccc2nccnc2c1)c1ccc(Br)cc1,0.3,2,0,3,-0.5,3,-23,3,2
COC(=O)N(C)C[C@@H]1OCc2cn(nn2)CCCC(=O)N([C@H](C)CO)C[C@H]1C,/,-25,/,3,/,3,/,2,8
CCC(C)Sc1nc2c(c(=O)n1C)SC(C)C2 (stereo not drawn),-1.7,-37,-4,-11,-1.0,-12,3,-1,6

# Quoted at random: four entries already listed, in no set order.
SMILES,OXTR agonist,TAAR1 antag,OXTR potentiate,CHRM1 agonist,V1aR counter,CHRM1 antagonist,CHO parental Ca,TAAR1 ag,M1 PAM
COC(=O)N(C)C[C@@H]1OCc2cn(nn2)CCCC(=O)N([C@H](C)CO)C[C@H]1C,/,-25,/,3,/,3,/,2,8
CCOc1ccc2nc(Cl)c(CN(C(C)=O)C3CCCCC3)cc2c1,-2.1,-18,-2,-10,0.5,3,-18,11,-1
COc1ccc(C(=O)NCCn2ccc3ccccc32)cc1,-0.4,12,-8,-4,0.0,-1,1,6,3
CCN(CC)c1ncnc2c1ncn2[C@H]1CN(Cc2ccc(OC)cc2)C[C@@H](CO)O1,/,-22,/,1,/,-6,/,0,6

# More records.
SMILES,OXTR agonist,TAAR1 antag,OXTR potentiate,CHRM1 agonist,V1aR counter,CHRM1 antagonist,CHO parental Ca,TAAR1 ag,M1 PAM
COc1ccc(-c2cc(C(F)(F)F)nc(-n3cc(Cl)cn3)n2)cc1,-2.3,-23,-18,-2,-1.4,-18,-32,0,9
C=CCc1cccc(CNn2cnnc2)c1O,-0.8,3,-10,0,0.6,-1,7,3,8
Cc1cccc(N=C2NC(=O)CS2)c1C,-0.3,3,2,-1,0.1,-6,-6,10,4
COc1cccc(NC(=O)CN(C)C(=O)c2ccc(COc3ccccc3)cc2)c1,1.4,24,0,0,2.6,-31,-2,2,11
COc1ccc(NC(=O)c2ccc3c(c2)C(=O)N(Cc2cccnc2)C3=O)cc1,-0.1,-6,-9,-2,1.4,-9,-12,-1,6
CCn1c(CNc2ccc(Cl)cc2)nnc1SCC#N,-0.4,-13,-5,-6,1.7,4,2,2,-2
O=C(NCc1ccccc1)c1nccnc1CO,0.4,-12,-8,0,-0.7,-13,-3,1,10
COc1cc(C(C(=O)NC2CCCC2)N(CCO)C(=O)Cn2nnc(-c3ccc(C)o3)n2)ccc1O (stereo not drawn),-0.8,-10,-2,-4,-1.0,-9,-8,0,6
Fc1cccc(-n2c(-c3cccs3)nc3nc4ccccc4nc32)c1,-0.3,/,-7,/,0.3,/,-10,/,/
Cc1cccc(NC(=O)NCC(c2ccco2)N2CCCCC2)c1 (stereo not drawn),-0.8,15,-10,-5,-0.2,6,6,6,-1
O=C(NCCCN1CCOCC1)/C(=C/c1cccnc1)NC(=O)c1ccccc1,0.3,12,-8,2,1.0,-5,-10,3,7
O=C(NNC(=O)C1CC1c1ccccc1)c1ccccc1F (stereo not drawn),-2.1,-3,-14,-1,0.3,-2,-31,0,2
O=C(NCCCN1CCOCC1)c1csc2c1CCCC2,0.1,3,4,-7,-0.1,21,-11,8,-10
COc1ccccc1C1C2=C(N=C3SCC(=O)N31)c1ccccc1CC2 (stereo not drawn),-1.4,-25,-11,-4,-0.4,-22,-10,5,8
CCCC(c1nnnn1CCOC)N1CCN(c2cccc(OC)c2)CC1 (stereo not drawn),/,-4,/,-1,/,-10,/,11,0
COc1ccc2c(c1OC)C(=O)N1c3ccccc3C(=O)N(c3ccc(F)cc3)C21 (stereo not drawn),-1.9,82*,-6,2,-1.4,25*,-17,19,-5
Cc1c(Cl)cccc1NC(=S)N1CCN(C(=O)C2CCCO2)CC1 (stereo not drawn),-0.8,-1,-3,-2,0.4,4,-7,0,-4
C/C(=N/N=C/c1ccc(N(C)C)cc1)c1ccccc1,-0.6,0,1,-4,0.5,-9,3,6,10
C/C(Cn1nnc([N+](=O)[O-])n1)=N\NC(=O)c1ccncc1,0.6,9,4,-2,1.5,-11,-12,12,11
CCOC(=O)C1=C(C)NC(=S)N(C=O)C1c1ccccc1 (stereo not drawn),-1.4,3,-10,-15,-1.2,-5,-10,0,7
COc1ccccc1N1CCN(CCCCOc2cccc3ccccc23)CC1,-1.3,-2,-1,-11,0.1,4,-18,1,-11
Cc1cc(C)c2nc(SCc3ccc([N+](=O)[O-])cc3)nc(C)c2c1,-0.3,16,3,-3,0.3,-5,-7,-1,2
COc1ccc2c(c1)[C@H]1[C@H](CO2)[C@H](c2ccccc2)[C@]2(C)C(=O)Nc3ccccc3C(=O)N12,-1.0,11,-17,-8,0.5,5,-9,4,2
c1ccc(Cc2nnc(-c3ccccc3)o2)cc1,1.1,23,-7,-2,-0.7,-2,-7,8,9
CCCC(=O)Nc1sc(C)c(-c2ccc(OC)cc2)c1C#N,-0.8,-1,-2,-4,0.9,3,-5,0,0
COc1cc(C2C(C(=O)/C=C/c3ccccc3)=C(O)C(=O)N2c2ccccn2)ccc1O (stereo not drawn),1.6,6,-3,-3,2.1,5,-2,11,-7
CCO[C@H]1OC(C(=O)NC2CC2)=C[C@@H](C)[C@@H]1CCCO,-0.3,16,-12,-3,0.4,6,4,10,3
COc1ccccc1NS(=O)(=O)c1cc(NC(=O)c2ccccc2F)ccc1N1CCOCC1,0.0,11,-25,-1,-0.4,11,16,10,-1
CC(NC(=O)C1CCN(Cc2ccc(Oc3ccccc3)cc2)CC1)c1cccc2ccccc12 (stereo not drawn),/,49*,/,-2,/,2,/,25,0
COc1ccc(C2c3c(oc4ccccc4c3=O)C(=O)N2c2ccccn2)cc1 (stereo not drawn),-0.1,-10,-5,-2,-0.3,-12,-12,0,2
CC/C(=N/O)C(=O)c1ccc(Br)cc1,-2.1,-24,-9,-3,-0.2,-8,-1,-2,3
CCN(CC)S(=O)(=O)c1ccc(Cl)c(NC(=O)COC(=O)/C=C/c2cc(OC)c(OC)c(OC)c2)c1,-0.5,1,-7,-3,2.1,-1,-10,2,-3
O=C(C1CCC1)N1CCc2cc(S(=O)(=O)NCC3COc4ccccc4O3)ccc21 (stereo not drawn),4.5,20,-18,-2,6.2,-4,-15,7,1
COc1ncnc2c1sc1nc(-c3ccccc3)c3c(c12)CCCC3,-0.6,-6,-9,-6,-0.5,-3,-11,5,5
